rTrxR1 inhibitor – blocks rat thioredoxin reductase 1 | O89049 | recombinant rTrxR1, NADPH fluorescence consumption, selenite substrate | Potency, µM (top dose mostly 114 µM), for inactives: at the highest dose activity change, negative = inhibition, usual class: inhibitors | 390,000 compounds, 1% hits; further: on the % scale 0 is the no-effect control and ±100 the full control effect; nearly all actives have a fitted effect of over 65% in size
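Rat TrxR1 (90 nM in the dispensed reagent) was pre-reduced with 400 uM NADPH for 5 min at room temperature, then incubated with compound for 15 min. After 400 uM selenite was added, NADPH fluorescence (Ex 340/Em 450 nm) was followed for 8 min.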
ALOX12 inh – inhibitors of human 12S-lipoxygenase ALOX12 | P18054 | purified 12hLO, xylenol orange hydroperoxide absorbance | Potency, µM (highest dose often 108 µM), inactives show at the top dose activity change, negative = inhibition, hits mostly inhibitors | 580,000 compounds, 1.1% hits | AID 1671190; further: on the % scale 0 is the no-effect control and ±100 the full control effect
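Hydroperoxide product was detected by ferrous iron/xylenol orange as the 573 to 405 nm absorbance ratio. Arachidonic acid at 40 uM (final) was turned over for 30 min at room temperature by 150 nM human 12hLO, pH 7.0 Hepes buffer, after 15 min compound preincubation.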
Pin1 inhibitor – inhibitors of human Pin1 | 390,000 compounds, 0.009% hits | Potency, µM (highest dose often 115 µM), for the others: at the top dose activity, negative = inhibition, hits mostly inhibitors | Pin1 FP peptide displacement, HiFluor488, 10 min | Q13526; active means well fitted inhibition curve with a large enough effect in the polarisation, with a control signal flat, not every such curve was filed as active; inconclusive means small, poorly fitted or top-dose-only effect, or effect the other way, or a change in a side signal; inactive means no such curve, though single readings can be large or run the other way; the % refers to the polarisation; further: on the % scale 0 is the no-effect control and ±100 the full control effect
Target sequence (Q13526 whole entry, looked up): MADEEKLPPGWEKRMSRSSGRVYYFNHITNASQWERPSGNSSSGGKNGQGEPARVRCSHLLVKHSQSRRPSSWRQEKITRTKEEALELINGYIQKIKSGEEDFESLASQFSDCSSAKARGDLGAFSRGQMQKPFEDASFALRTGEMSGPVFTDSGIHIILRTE
ERG-DNA inh – inhibitors of human ERG Ets domain-DNA interaction. P11308. fluorescence polarization, His-ERG Ets domain / labelled DNA. Potency, µM (titrated, usually from 76.9 µM), for the others: top-dose FP activity, negative = inhibition, most hits filed as inhibitors. 370,000 compounds, 0.028% hits. AID 624246; active means well fitted inhibition curve with a large enough effect in the polarisation, with a control signal flat; inconclusive means small, poorly fitted or top-dose-only effect, or effect the other way, or a change in a side signal; inactive means no such curve, though single readings can be large or run the other way; the % refers to the polarisation;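 further: polarization taken with two DNA probes labelled with fluorescein and Texas red; % of control where 0% means no effect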
Target sequence (P11308 whole entry, looked up, the tested form may be a part): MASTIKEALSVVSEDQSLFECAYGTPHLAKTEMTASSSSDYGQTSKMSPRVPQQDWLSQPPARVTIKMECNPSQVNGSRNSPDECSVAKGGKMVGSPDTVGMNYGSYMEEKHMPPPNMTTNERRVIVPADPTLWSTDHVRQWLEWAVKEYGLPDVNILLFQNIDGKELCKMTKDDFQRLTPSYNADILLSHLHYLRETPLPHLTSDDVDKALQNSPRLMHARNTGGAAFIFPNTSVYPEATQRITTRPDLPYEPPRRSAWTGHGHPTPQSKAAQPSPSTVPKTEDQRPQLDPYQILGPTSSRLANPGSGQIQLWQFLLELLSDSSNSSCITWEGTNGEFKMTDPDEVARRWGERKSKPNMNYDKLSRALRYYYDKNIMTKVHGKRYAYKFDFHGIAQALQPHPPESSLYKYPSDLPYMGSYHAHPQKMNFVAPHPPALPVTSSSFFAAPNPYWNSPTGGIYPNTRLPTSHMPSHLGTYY
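His-tagged ERG Ets domain (1 uM in the protein solution; 300mM KCl, 50mM Tris-HCl, 1mM EDTA, 1mM DTT, pH 7.5) received compound, then a probe mix of 5 nM fluorescein-DNA and 100nM Texas-615-DNA. Fluorescence polarization was read for both dyes.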
RGS4 inh – blocks human RGS4-accelerated GTP hydrolysis. P49798. Transcreener GDP fluorescence polarization, RGS4-accelerated GTP hydrolysis. Potency, µM (doses to about 114 µM), for the others: at the top dose activity change, negative = inhibition, most hits filed as inhibitors. 390,000 compounds, 0.039% hits; further: on the % scale 0 is the no-effect control and ±100 the full control effect; nearly all actives have a fitted effect of over 75% in size; some results filed as inactive show a strong effect at the top dose
Target sequence (P49798 whole entry, looked up): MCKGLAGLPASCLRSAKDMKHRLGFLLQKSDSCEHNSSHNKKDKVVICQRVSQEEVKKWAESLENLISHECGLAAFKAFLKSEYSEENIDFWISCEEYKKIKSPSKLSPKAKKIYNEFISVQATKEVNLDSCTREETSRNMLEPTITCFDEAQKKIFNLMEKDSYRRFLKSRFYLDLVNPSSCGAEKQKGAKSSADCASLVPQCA
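MLSMR compounds (23 nl, pin-transferred) preincubated 10 min at room temperature with a 500nM (2x) first reagent, then RGS4 at 900nM (2x) plus Transcreener GDP mix added; fluorescence polarization (620/688 nm) read before and after 90 min at 30 °C.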
GLS inhibitor – inhibitors of human glutaminase (GLS) | O94925 | GLS enzymatic activity, qHTS titration | Potency, µM (highest dose often 45.5 µM), inactives show at the top dose activity change, negative = inhibition, usual class: inhibitors | 410,000 compounds, 0.21% hits | AID 624170; further: on the % scale 0 is the no-effect control and ±100 the full control effect
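Glutamate formation by hKGA was monitored fluorometrically using coupled glutamate oxidase, HRP and Amplex Red. Substrate was added as 1 mM L-glutamine solution; incubation was 30 min at RT after an initial read.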
Tb PGK inh – blocks T. brucei phosphoglycerate kinase. 380,000 compounds, 0.043% hits. AID 602233. P07378. PGK/GAPDH coupled, Kinase-Glo luminescence, 60 min. Potency, µM (series often up to 57.5 µM), for inactives: at the top dose activity change, negative = inhibition, usual class: inhibitors; further: on the % scale 0 is the no-effect control and ±100 the full control effect; nearly all actives have a fitted effect of over 60% in size
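Luminescent ATP detection (Kinase-Glo Plus) follows a 60-minute room-temperature incubation, with wells lacking PGK as controls. Buffer: 100 mM TEA (pH 7.6), 5 mM MgCl2, 0.01% Tween-20. Coupling enzyme GAPDH (100 nM final) supplies unstable 1,3-BPG in-well.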
HP1b chromo inh – inhibitors of HP1-beta chromodomain binding to methylated histone tails | P83916 | AlphaScreen HP1-beta / biotin-H3K9me3 peptide binding | Potency, µM (highest dose often 114 µM), inactives show top-dose activity change, negative = inhibition, hits mostly inhibitors | 390,000 compounds, 0.56% hits; further: nearly all actives have a fitted effect of over 70% in size; inactives centre near 23
Target sequence (P83916 whole entry, looked up): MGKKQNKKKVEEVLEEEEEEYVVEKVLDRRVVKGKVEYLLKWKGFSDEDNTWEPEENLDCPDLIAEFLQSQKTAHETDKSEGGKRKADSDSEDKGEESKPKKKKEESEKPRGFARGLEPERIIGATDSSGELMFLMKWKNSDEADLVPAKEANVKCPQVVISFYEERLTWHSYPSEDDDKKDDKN
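Compound inhibition of the preformed complex between 50 nM HP1-beta and 50 nM biotinylated H3K9me3 peptide was read by AlphaScreen. Buffer was PBS pH 7.4 with 0.01% Tween-20. Incubations ran 30 min at room temperature, with 10 ug/mL donor/acceptor beads.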
JMJD2A Tudor – inhibitors of human JMJD2A Tudor domain | O75164 | AlphaScreen JMJD2A-Tudor / H3K4me3 peptide binding | 390,000 compounds, 4.4% hits | Potency, µM (highest dose often 114 µM), inactives show at the highest dose activity change, negative = inhibition, actives largely listed as inhibitors | AID 504339; further: on the % scale 0 is the no-effect control and ±100 the full control effect; nearly all actives have a fitted effect of over 50% in size
* = called active by the depositor; i = inactive; u = inconclusive; & = joins results of further samples; [ ] = remark or other dose. Unless noted, the call rests on the fitted dose curve; in most records, active means well fitted curve in the direction sought with a large enough effect; inconclusive means small, poorly fitted or top-dose-only effect, or another doubt; inactive means no such curve, though single readings can be large; an effect the other way counts as inactive or inconclusive. Potency means the concentration at half of the fitted maximal effect.

| compound | rTrxR1 inhibitor | ALOX12 inh | Pin1 inhibitor | ERG-DNA inh | RGS4 inh | GLS inhibitor | Tb PGK inh | HP1b chromo inh | JMJD2A Tudor |
| --- | --- | --- | --- | --- | --- | --- | --- | --- | --- |
| COc1cc(NC(=O)c2ccc(C(C)(C)C)cc2)c(OC)cc1NC(=O)CN1CCCCC1 | 27.0%[57.1 µM] | -10.8% | -0.2% | 11.3% | -15.5% | 1.3% | -5.5% | -10.8% | u |
| CN(C)c1ccc(/C=[N+](\[O-])C2SC(=S)N(C)C2(C)C)cc1 (configuration not stated) | -9.4% | -17.0% | -10.7% | -5.2% | 10.1% | 34.2%[activator] | -4.1% | 16.7% | 1.9% |
| O=C(CCN1C(=O)c2ccccc2C1=O)N1CCOCC1 | 16.2%[57.1 µM] | u | -0.9% | 5.4% | -12.1% | -0.5% | i | 0.9% | u |
| COc1cc(NC(=O)CCc2c(C)nn(-c3ccc4nnc(C)n4n3)c2C)cc(OC)c1OC | -5.5%[57.1 µM] | -21.7% | 0.4% | -1.1% | 13.9% | 8.0% | 9.6% | 16.1%[57 µM] | -4.5% |
| CN(C)c1ccc(-c2nc(-c3ccncc3)no2)cc1[N+](=O)[O-] | 6.9% | u | 9.2% | 0.7% | 13.0% | -11.0% | -7.9% | 35.3% | -10.6% |
| COc1ccc(C)cc1NC(=O)C1CCN(S(=O)(=O)c2cccc3nonc23)CC1 | 7.8%&13.2% | 4.0%&-26.2% | 23.9%&23.9% | 10.2%&-6.5% | 2.7%&-8.0% | u | -5.1%&0.3% | -1.9%&12.8% | -12.2%&-20.1% |
| CCCOc1cccc(C(=O)Nc2cc(NC(=O)c3ccco3)ccc2OC)c1 | 8.6% | -5.9% | u | 3.3% | 27.0% | 2.5% | -3.0% | 1.1% | -23.5% |
| O=C(NCCc1ccc(Cl)cc1)C1CCN(Cc2cc3ccccc3n2Cc2ccccc2)CC1 | 5.3%[57.1 µM] | u | 42.3%[activator] | 0.8% | 10.9% | 3.6% | 3.5% | 32.9% | -21.0% |
| O=C(Nc1ccccc1)C1=C[C@@H](C2CC2)C[C@@H](OCc2ccc(CO)cc2)O1 | 12.8% | -23.4% | -1.4% | 9.6% | 10.7% | 6.7% | -6.3% | 21.2% | -15.2% |
| Cc1ccc2c(=O)cc(C(=O)Nc3nc4ccc(Cl)cc4s3)oc2c1 | 10.9% | -15.9% | u | 9.5% | -12.8% | -3.6% | 7.8% | 26.1% | -1.0% |
| Brc1c(-c2ccccc2)nc2n1Cc1ccccc1-2 | 10.2%[57.1 µM] | 220.9%[activator] | 6.7% | 9.5% | -22.3% | -1.1% | -0.6% | u | u |
| CC(=O)NC1=NC(=O)/C(=C/c2cc(C)n(-c3ccc(NC(C)=O)cc3)c2C)S1 | 0.3% | 4.4% | 97.1%[activator] | 5.8% | 16.5% | 12.8% | 4.8% | 43.1% | -7.6% |
| Cc1c(NC(=S)N/C(=N/S(=O)(=O)c2ccccc2)c2ccccc2)c(=O)n(-c2ccccc2)n1C | -1.4% | u | 0.6% | 10.8% | -26.0% | 10.7% | i | 1.1% | -17.7% |
| COc1cccc(/C=C/C(=O)NNC(=O)c2cc(C)oc2C)c1 | 8.3% | -13.3% | 0.0% | -0.3% | -32.3% | 8.9% | -3.2% | 17.5% | -15.2% |
| COc1ccc(N(Cc2ccccc2)S(=O)(=O)c2cccc(C(=O)NCC3CCCO3)c2)cc1 (configuration not stated) | 8.1% | u | 2.7% | 2.2% | 17.5% | 2.1% | 4.1% | 8.4% | -25.2% |
| Cc1ccc(S(=O)(=O)NC23CC4CC(CC(C4)C2)C3)cc1 | 21.9% | 187.8%[activator] | 1.1% | -14.1% | -3.5% | -2.2% | -5.2% | 43.7%[activator] | -5.4% |
| O=C(Nc1ccc(F)cc1)Nc1ccccc1N1CCCCC1 | 5.5% | u | 0.6% | 0.0% | 4.5% | 15.2% | -6.1% | 46.5%[activator] | 11.3% |
| CNC(=S)Nc1cccc([N+](=O)[O-])c1 | -21.0% | 0.0% | 6.8% | -20.7% | 5.7% | 0.0% | -3.1% | 13.6% | -0.7% |
| COc1ccc(C(=O)NCCCNC(=O)c2ccccn2)cc1 | 5.5% | 25.8% | -8.0% | 7.4% | 6.1% | -6.1% | 4.6% | 22.1% | -15.2% |
| COC(=O)C(CC(=O)c1ccc(Cl)cc1)c1ccc(C(C)C)cc1 (configuration not stated) | 17.2%[57.1 µM] | -7.0% | 0.0% | -0.7% | 14.6% | -14.5% | -1.4% | 126.5% | 61.3%[activator] |
| COc1cccc(NC(=O)N(Cc2cn(C)c3ccccc23)C2CCCCC2)c1 | -0.2% | 1.0% | 17.2% | 0.5% | -12.0% | -3.7% | 2.0% | 2.3% | u |
| COc1ccc(Cl)cc1N1C(=NC(=O)C2CCCCC2)SC2CS(=O)(=O)CC21 (configuration not stated) | 8.6% | 3.2% | 1.2% | -9.4% | -10.7%[56.9 µM] | -16.9% | 4.8% | 63.7%[activator] | -25.0% |
| COc1ccccc1CC(=O)Nc1ccc2nc(Nc3cccc(Cl)c3)cc(C)c2c1 | 4.4% | -17.6% | 11.3% | -3.5% | -10.7% | -5.8% | -1.6% | 50.6%[activator] | -5.9% |
| CCc1ccc(CCC(=O)Nc2ccccc2C(=O)O)o1 | -7.3% | 0.0% | 4.3% | -12.7% | -13.5% | -2.0% | 1.0% | 7.2% | -12.2% |
| COc1ccccc1C1CC(=O)Oc2c(C(C)C)ccc(C)c21 (configuration not stated) | 2.9% | u | -1.2% | 0.3% | 16.7% | -6.3% | 0.7% | 46.2%[activator] | -13.7% |
| Cc1cccc(C(=O)Nc2ccc3oc(-c4cccc5c(Br)cccc45)nc3c2)c1 | 10.2% | -20.1% | -0.8% | 2.4% | -4.9% | -1.3% | -4.0% | 30.6%[activator] | 3.3% |
| CC1Cc2cccc3ccc(=O)n(c23)C1 (configuration not stated) | -0.1%[11.4 µM] | 2.8% | 0.9% | 5.4% | -28.2% | -0.6% | i | 29.1% | -11.1% |
| Oc1ccc2ccccc2c1CN1CCOCC1 | u | 7.08µM* | -3.7% | -4.2% | -3.3% | -32.9% | -8.3% | u | u |
| O=C1C2C3C=CC(C3)C2C(=O)N1c1ccccc1OS(=O)(=O)c1ccccc1 (configuration not stated) | 11.3% | 4.5% | -3.0% | -7.2% | -4.3% | 8.6% | i | 6.7% | -7.9% |
| CC(C)c1cc(-c2n[nH]c(=S)n2Cc2ccccc2)cs1 | -23.0%[57.1 µM] | u | -3.7% | 1.0% | -19.0% | -27.7% | 0.6% | 0.0% | -27.3% |
| CN(CC(=O)N1CCOCC1)C(=O)CSc1nc2ccccc2s1 | 46.6%[activator] | -7.9% | -6.6% | -6.4% | -12.1% | -10.9% | -4.1% | 50.8%[activator] | 1.4% |
| O=C(C1CCN(S(=O)(=O)N2CCC3(CC2)OCCO3)CC1)N1CCOCC1 | -0.2%[57.1 µM] | -17.4% | -1.9% | 5.6% | -6.7% | 3.9% | -6.0% | 7.8% | -10.7% |
| CN(C)CC[C@@H](c1ccc(Br)cc1)c1ccccn1 | 15.5%[57.1 µM] | -1.6% | -8.1% | 36.2%[activator] | 16.0%[56.9 µM] | 2.2%&-18.2% | -0.6% | 28.1% | -6.9% |
| O=C(NC1CCCCCC1)c1ccc(N2CCCC2=O)cc1 | -18.7% | 0.0% | 0.7% | 4.2% | 4.3% | -19.5% | u | 83.5%[activator] | -11.4% |
| O=C(O)c1cc(-c2ccc(Cl)cc2)n(-c2cccc(Cl)c2)n1 | 2.3% | -26.2% | -18.7% | 3.0% | -12.6% | 22.1% | 5.1% | 14.1%[57 µM] | -9.2% |
| C[C@H](CO)N1C[C@H](C)[C@@H](CN(C)C(=O)Nc2ccc3c(c2)OCO3)Oc2c(NC(=O)Cc3ccccc3)cccc2C1=O | 6.8% | -8.4% | -4.2% | -5.9% | 20.5% | 14.8% | 5.1% | 29.9% | -19.4% |
| CCOC(=O)CSc1nnc(-c2c[nH]c3ccccc23)o1 | 8.1%[57.1 µM] | 170.8%[activator] | -1.6% | 12.7% | 14.1% | 5.0% | -1.5% | 13.2% | -14.0% |
| COc1ccc(CCn2c(C(C)C)nc3oc4ccccc4c(=O)c3c2=O)cc1 | 26.6% | u | 0.5% | 13.8% | 3.6% | 1.6% | i | 28.1% | -22.8% |
| CC(C)NC(=O)c1ccccc1NC(=O)c1nsc2ccccc12 | 19.1%[57.1 µM] | -17.3% | 0.4% | 0.3% | -36.5% | -7.3% | i | 21.6%[57 µM] | -12.7% |
| O=C(Nc1ccccc1-c1nc2ccccc2s1)c1cc(Cl)cc(Cl)c1 | 23.9%[57.1 µM] | -26.3% | -8.4% | -0.6% | 20.1% | -3.0% | 3.8% | 12.1%[57 µM] | 3.5% |
| CCOc1ccc2[nH]c(=O)c(CN(Cc3cccnc3)C(=O)Nc3ccccc3OC)cc2c1 | -3.3%[57.1 µM] | 6.0% | -5.9% | 4.9% | -3.3% | 8.2% | -1.6% | 14.2% | -5.8% |
| CCn1cc(CCC(=O)NCc2ccc(C)cc2)c2ccccc21 | 9.3% | -3.4% | -2.8% | -1.9% | 1.6% | -0.8% | -0.6% | 8.3% | -25.3% |
| CCc1ccccc1NC(=O)Cn1c(=O)n(Cc2ccco2)c(=O)c2sc3ccccc3c21 | -7.5% | 0.0% | 5.0% | -2.7% | 3.9% | 1.5% | 3.0% | 29.9% | -4.0% |

The list is partial; rates above refer to the full screens.
